RXFP1 antag = qHTS Assay for Antagonists of the Relaxin Receptor RXFP1 | Relaxin receptor 1 (Homo sapiens), Q9HBX9 | HEK293-RXFP1, relaxin-stimulated cAMP HTRF, 30 min; stronger effect = lower value | activity change, negative = inhibition, % at 57.5 µM | 350,000 compounds, 0.59% hits;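 active = activity change of -60% or lower, but not beyond a set lower limit; inconclusive = change between -60% and -40%, or beyond the set limit; inactive = change above -40%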; note: % is set by controls: 0 for no effect and ±100 for the full control effect
TRHR PAM = qHTS for Small Molecule Agonists and Allosteric Enhancers of Human TRH Receptor: Primary Screen for Enhancers; TRHR cells, fluo-8 calcium fluorescence, EC20 TRH enhancement; 360,000 compounds, 0.66% hits; Thyrotropin-releasing hormone receptor (Homo sapiens), P34981; enhancement, % at 2 µM; in the data active = enhancement above about 30%; note: 0% is about no effect
Target sequence (P34981 whole entry, looked up): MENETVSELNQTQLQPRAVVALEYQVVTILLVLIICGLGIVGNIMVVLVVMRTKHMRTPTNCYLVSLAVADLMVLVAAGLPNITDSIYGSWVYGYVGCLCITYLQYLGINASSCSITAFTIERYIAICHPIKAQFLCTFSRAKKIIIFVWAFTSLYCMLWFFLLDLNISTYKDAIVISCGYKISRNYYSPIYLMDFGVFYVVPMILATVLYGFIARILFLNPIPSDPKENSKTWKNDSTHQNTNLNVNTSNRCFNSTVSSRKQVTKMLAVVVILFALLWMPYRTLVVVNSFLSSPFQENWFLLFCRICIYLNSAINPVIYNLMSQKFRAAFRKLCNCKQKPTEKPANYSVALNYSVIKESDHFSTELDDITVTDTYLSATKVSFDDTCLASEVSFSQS
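Enhancer read-out: after compound pinning and an initial kinetic agonist-mode read, an EC20 of TRH (10 nM final) was injected and fluo-8 calcium signal (Ex 480/Em 530) followed at 1 s/cycle for 100 cycles in TRHR-expressing cells.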
Anesthetic bind = qHTS Assay for Identification of Novel General Anesthetics; Ferritin light chain (Equus caballus), P02791; apoferritin/1-aminoanthracene competitive binding, fluorescence; Potency, µM (doses to about 77.5 µM), for inactives: at the top dose activity change, negative = displacement, usual class: inhibitors; 350,000 compounds, 0.074% hits; AID 485281, 2010; note: potency is the fitted concentration of half-maximal effect; % is set by controls: 0 for no effect and ±100 for the full control effect; nearly all actives have a fitted effect of over 20% in size
Target sequence (P02791 2-175 limits assumed): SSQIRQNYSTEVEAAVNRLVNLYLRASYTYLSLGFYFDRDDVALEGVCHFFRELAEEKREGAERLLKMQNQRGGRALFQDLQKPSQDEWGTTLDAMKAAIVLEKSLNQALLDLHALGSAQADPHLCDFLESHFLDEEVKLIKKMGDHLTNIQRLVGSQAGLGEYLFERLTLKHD
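Horse-spleen apoferritin (10 uM) was mixed with 50% saturated 1-aminoanthracene in PBS, exposed to compounds for 10 min at room temperature, and read for fluorescence (ex 380 nm, em 535 nm). Competitive displacement was fitted with a four-parameter Hill equation.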
D1 potentiator = Potentiators of Human D1 Dopamine Receptor: qHTS; D(1A) dopamine receptor (Homo sapiens), P21728; AID 504651, 2011; potentiation, % at 10 µM; HEK293 TREx D1 cells, calcium flux, dopamine EC20 potentiation; 360,000 compounds, 0.036% hits; in the data active = potentiation above about 30%; note: 0% is about no effect
D1 antagonist = Antagonist of Human D 1 Dopamine Receptor: qHTS; 360,000 compounds, 3.2% hits; activity change, negative = inhibition, % at 10 µM; HEK293 TREx D1 cells, calcium flux, dopamine EC80; stronger effect = lower value; D(1A) dopamine receptor (Homo sapiens), P21728; in the data active = activity change below about -30%; note: % is set by controls: 0 for no effect and ±100 for the full control effect
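After overnight tetracycline induction at 30 C, force-coupled D1 HEK293 cells took up a no-wash calcium dye at room temperature. Compounds were added and monitored 180 s, and the response to EC80 dopamine was then recorded.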
TRHR agonist = qHTS for Small Molecule Agonists and Allosteric Enhancers of Human TRH Receptor: Primary Screen for Agonists; Thyrotropin-releasing hormone receptor (Homo sapiens), P34981; 360,000 compounds, 0.18% hits; activation, % at 2 µM; TRHR cells, calcium flux fluo-8, FDSS agonist mode; in the data active = activation above about 30%; note: 0% is about no effect
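Steps: seed TRHR cells overnight; add fluo-8 no-wash Ca dye, RT 30 min–1.5 h; record 10 s baseline; pin-transfer compounds; monitor fluorescence 1 cycle/s for the agonist window. Calcium increases flag candidate agonists.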
RXFP1 ag = qHTS Assay for Agonists of the Relaxin Receptor RXFP1. Relaxin receptor 1 (Homo sapiens), Q9HBX9. HEK293T-RXFP1 cAMP TR-FRET, 30 min; response scale: percent of porcine relaxin response, buffer zero. Potency, µM (top dose mostly 57.5 µM), without a hit: top-dose activation, actives largely listed as activators. 370,000 compounds, 0.3% hits. AID 2676, 2010; note: potency is the fitted concentration of half-maximal effect; % is set by controls: 0 for no effect and ±100 for the full control effect; nearly all actives have a fitted effect of over 60% in size; many of its hits are not listed in these tables
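HEK293T cells stably expressing RXFP1 were pretreated with the PDE4 inhibitor Ro 20174, exposed to compounds for 30 min at 37C, lysed, and cAMP was read by TR-FRET. Data normalized to buffer (basal) and 29 nM porcine relaxin (100%).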
D2 PAM = HTS Assay for Positive Allosteric Modulators of the Human D2 Dopamine Receptor: Primary Screen for Potentiators. HEK293 T-REx D2, calcium flux, EC20 dopamine potentiation. AID 485347, 2010. 340,000 compounds, 0.34% hits. potentiation, % at 10 µM. D(2) dopamine receptor (Homo sapiens), P14416;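 active = potentiation over 3 SD above the plate norm, cut at about 30% in these data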; note: 0% is about no effect
Target sequence (P14416 whole entry, looked up): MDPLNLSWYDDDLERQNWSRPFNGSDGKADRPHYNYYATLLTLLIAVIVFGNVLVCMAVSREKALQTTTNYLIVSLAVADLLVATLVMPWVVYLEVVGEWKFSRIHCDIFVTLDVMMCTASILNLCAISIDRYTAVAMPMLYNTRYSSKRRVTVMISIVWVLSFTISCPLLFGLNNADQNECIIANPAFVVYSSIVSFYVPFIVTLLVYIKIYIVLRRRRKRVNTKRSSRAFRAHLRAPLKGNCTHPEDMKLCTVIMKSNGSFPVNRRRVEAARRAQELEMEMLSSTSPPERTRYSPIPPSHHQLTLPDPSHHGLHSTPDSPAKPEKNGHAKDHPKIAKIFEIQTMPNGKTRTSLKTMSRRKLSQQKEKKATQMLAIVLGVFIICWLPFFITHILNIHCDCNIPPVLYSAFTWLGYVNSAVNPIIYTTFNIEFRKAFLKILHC
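Tetracycline-induced Hek293 Trex D2 cells, force-coupled to calcium, loaded with no-wash calcium dye. Compound added with 180 s kinetic read for agonism, then EC20 dopamine and a further 180 s read for potentiation.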
D1 agonist = Allosteric Agonists of the Human D1 Dopamine Receptor: qHTS. 360,000 compounds, 1% hits. AID 504660, 2011. activation, % at 2 µM. HEK293 T-REx D1 cells, calcium flux, agonist mode; in the data active = activation above about 30%; note: 0% is about no effect
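Agonism was scored from calcium flux recorded over 180 s (1 read/s) after pintool compound addition, following a 10-cycle baseline. Cells were inducible force-coupled HEK293 TREx D1, plated overnight at 30 C and loaded with no-wash calcium dye.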
* marks the source's active call; other numbers are inactive results; ? = inconclusive; . = not tested or not shown; & = joins results of further samples; [ ] = remark or other dose. Unless noted, calls come from the whole dose curve; as a rule, active = well fitted curve in the direction sought with a large enough effect; inconclusive = small, poorly fitted or top-dose-only effect, or another doubt; inactive = no such curve, though single readings can be large; an effect the other way counts as inactive or inconclusive. These rows are one share of the data, so the mix of outcomes need not match the whole.

SMILES | RXFP1 antag | TRHR PAM | Anesthetic bind | D1 potentiator | D1 antagonist | TRHR agonist | RXFP1 ag | D2 PAM | D1 agonist
CC(Oc1ccc(Cl)cc1)C(=O)Nc1ncccn1 (configuration not stated) | 10 | 6 | -7% | -2 | 7 | -0.6 | 0.1% | 8 | 0
CCC1CCc2sc(C(=O)N3CCCN(C)CC3)cc2C1 (configuration not stated) | -22 | 4 | -12% | 7 | 2 | 0.0 | 2.0% | -33 | 3
CCC(Cc1ccccc1)NC(=O)C1=C(C)C(=O)OC12CCC(C)CC2 (configuration not stated) | -6 | -1 | -15% | -4 | 20 | 0.5 | 0.2% | 1 | 0
O=C(Cc1ccc(F)cc1)N1CCN(c2ccc([N+](=O)[O-])cc2)CC1 | 0 | -7 | -22% | -2 | -55* | -0.4 | -0.9% | 11 | 13
CC(C)N(C(=O)COC(=O)c1ccc(Cl)c(S(N)(=O)=O)c1)C(C)C | -5 | -1 | -14% | -4 | -1 | 0.1 | 0.1% | -1 | 1
Cc1cc(-c2cccs2)n[nH]1 | -5 | 2 | -1% | 2 | 0 | -0.2 | -0.3% | 7 | -1
CC(=O)NCCc1ccc(S(=O)(=O)N(C)C2CCS(=O)(=O)C2)cc1 (configuration not stated) | 1 | 0 | 4% | -4 | 8 | 0.1 | 0.0% | 8 | 2
Cc1cc(C)nc(SCC(=O)N(C)CC(=O)Nc2c(Cl)cccc2Cl)n1 | 8 | 2 | . | -1 | -2 | 0.1 | 1.0% | -3 | 4
Nc1nonc1-c1nc2ccccc2n1Cc1ccc(F)cc1Cl | 1 | -6 | -15% | -10 | -2 | 7.1 | 0.8% | -4 | 9
Cc1nc2ccc(Cl)cn2c1C(=O)NN | -16 | -2 | -10% | -4 | 1 | 2.0 | 5.5% | 10 | 2
Cc1cc(C)cc(NC(=O)CSc2oc(-c3ccccc3)nc2S(=O)(=O)c2ccc(Cl)cc2)c1 | -14 | -1 | -4% | 2 | -12 | 0.1 | 2.2% | -14 | 1
COc1ccccc1N1CCN(S(=O)(=O)c2cc(-c3cc(C)no3)ccc2C(C)C)CC1 | -12 | 10 | -3% | -2 | -1 | -0.4 | -0.9% | 6 | 14
CCOC(=O)c1sc(NS(=O)(=O)c2cc(C)ccc2C)nc1C | 12 | 3 | -15% | 4 | -17 | -0.6 | 1.8% | 0 | 1
Cc1ccc(C(=O)NN2CCOCC2)cc1[N+](=O)[O-] | -4 | -4 | -8% | 0 | 3 | -0.2 | 0.0% | 3 | 2
Cc1cc(C)cc(NC(=O)C2CCCN(c3ncccn3)C2)c1 (configuration not stated) | -10 | 1 | 2% | -6 | 1 | 0.0 | 5.0% | -8 | 5
Cc1ccccc1C(=O)Nc1ccc2nc(SCC(=O)N3CCc4ccccc43)sc2c1 | . | 2 | 4% | -2 | 1 | 0.4 | 1.2% | -7 | 7
CCn1c(SCC(=O)Nc2sc(C)c(C)c2C#N)nnc1C1CC1 | -8 | 3 | -9% | 4 | -1 | -1.0 | -6.9% | -9 | 2
CCC(=O)N1CCc2cc(S(=O)(=O)N3CCN(c4cc(C)ccc4C)CC3)ccc21 | -14 | -3 | -3% | -2 | 6 | -0.2 | 2.1% | 7 | 7
O=C(COC(=O)c1ccccc1NS(=O)(=O)c1cccs1)NCC12CC3CC(CC(C3)C1)C2 | . | -2 | -12% | -5 | 7 | -1.0 | 0.5% | 6 | 0
O=C(NCc1ccccc1Cl)c1ccc(-n2cnc3cccnc32)cc1 | . | 2 | 10% | -1 | -4 | 0.3 | -0.7% | 0 | -2
CCOc1ccc(-n2c(N)c(C(=O)NCC3CCCO3)sc2=S)cc1 (configuration not stated) | 2 | -15 | -12% | -3 | -1 | -0.3 | -1.1% | 11 | 1
CC(=O)NCCNC(=O)c1oc2ccccc2c1CSc1ncn[nH]1 | 9 | -8 | 2% | -4 | 0 | 0.0 | 1.9% | 1 | 0
CC1=NN(c2ccccc2)C(=O)/C1=C\C=C\c1ccccc1 | -63* | 8 | -3% | -2 | 4 | 1.6 | 1.6% | -13 | 2
CC(C)(C)OC(=O)N1CCC(Cc2cc(-c3ccc(Cl)cc3)no2)(C(=O)O)CC1 | . | 7 | -6% | 5 | 6 | 0.6 | -4.5% | 6 | 1
COc1ccc(-c2nn3c(COc4ccccc4)nnc3s2)cc1OC | 3 | 4 | ? | 0 | -11 | -0.4 | -3.2% | 10 | 3
N#Cc1cccc(CS(=O)(=O)c2ccc(Cl)cc2)c1 | 8 | 9 | -8% | -1 | -9 | -0.8 | 4.9% | -3 | 6
Cc1ccc(NC(=S)N(CCC(C)C)C(C)c2ccncc2)c(Cl)c1 (configuration not stated) | -26 | 6 | -2% | -5 | 9 | -0.3 | -0.9% | 3 | 1
COc1cccc(C(=O)N2c3ccc(C)cc3C(C)(c3ccccc3)CC2(C)C)c1 (configuration not stated) | -12 | 10 | -6% | 0 | 11 | -1.7 | 0.5% | 0 | 0
O=C(CCC1CCCC1)NNC(=O)c1cccc(Cl)c1 | 7 | -2 | -16% | 6 | -4 | -1.1 | 1.6% | -6 | 3
CC(=O)c1c(C)[nH]c(C(=O)CN2CCN(S(=O)(=O)c3ccc(C(C)C)cc3)CC2)c1C | -3 | -6 | . | -11 | 3 | 3.0 | 2.1% | 4 | 4

In the list so far, these have fluorine:
SMILES | RXFP1 antag | TRHR PAM | Anesthetic bind | D1 potentiator | D1 antagonist | TRHR agonist | RXFP1 ag | D2 PAM | D1 agonist
O=C(Cc1ccc(F)cc1)N1CCN(c2ccc([N+](=O)[O-])cc2)CC1 | 0 | -7 | -22% | -2 | -55* | -0.4 | -0.9% | 11 | 13
Nc1nonc1-c1nc2ccccc2n1Cc1ccc(F)cc1Cl | 1 | -6 | -15% | -10 | -2 | 7.1 | 0.8% | -4 | 9

Further records.
SMILES | RXFP1 antag | TRHR PAM | Anesthetic bind | D1 potentiator | D1 antagonist | TRHR agonist | RXFP1 ag | D2 PAM | D1 agonist
COc1ccc(Nc2cc(C)nc3ccc(OC)cc23)cc1 | ? | 5 | -10% | -6 | 1 | -0.4 | -3.8% | 4 | 0
CCOC(=O)N1CCN(S(=O)(=O)c2ccc(C(=O)N(CCN(C)C)c3nc4ccc(Cl)cc4s3)cc2)CC1 | -5 | 4 | -9% | -11 | -33* | 0.7 | 4.0% | -14 | 7
CC(Sc1cccc(C(F)(F)F)c1)C(=O)NC(N)=O (configuration not stated) | 19 | 1 | -14% | 1 | 3 | -1.0 | 0.2% | 1 | 3
C=C1CCN(c2ccc(C(=O)NCc3ccccc3)cc2[N+](=O)[O-])CC1 | . | 0 | ? | -6 | -9 | 0.3 | -0.1% | -1 | -1
CSc1cccc(NC(=O)C2CCN(c3nc4ccccc4[nH]3)CC2)c1 | -25 | -4 | ? | -3 | 9 | -0.3 | 3.0% | -21 | -1
COc1cc(N(Cc2ccccc2)Cc2ccccc2)c2ncn(C(C)C)c2c1 | . | 2 | . | -6 | -3 | -0.4 | 0.6% | -3 | 0
Cc1cc(OCC(=O)OCC(=O)N2c3ccccc3NC(=O)C2(C)C)ccc1Cl | -6 | 8 | . | -6 | -21 | -3.8 | -1.3% | -9 | 5
COc1cccc(NC(=O)N(Cc2cn(C)c3ccccc23)C2CCCCCC2)c1 | . | 3 | 72%[activator] | 2 | 18 | 0.5 | 1.5% | -6 | 2
Cc1ccc(SCC(=O)Nc2ccc(S(=O)(=O)Nc3nccs3)cc2)cc1 | . | -7 | -1% | 4 | -5 | 0.2 | -0.8% | 10 | 2
CCc1nnc(NC(=O)CSc2nnc(-c3ccccc3NC(=O)c3ccccc3)o2)s1 | 5 | -3 | -8% | -1 | -5 | 0.4 | 16% | 5 | 1
Cn1c(=O)nc2n(-c3ccc(Br)cc3)c3cccc(Cl)c3cc-2c1=O | . | 8 | -8% | 0 | -16 | 0.5 | ? | 9 | 0
COc1ccc(N(CC(=O)N2CCc3ccccc3C2)S(=O)(=O)c2ccccc2)cc1 | -7&-3 | 1&-8 | 141%&75%[activator] | -5&-1 | -3&-3 | 0.8&0.2 | -0.2%&-0.1% | 2&-5 | 5&-1
CCOc1ccc2nc(NC(=O)C3CCN(S(=O)(=O)c4cnc[nH]4)CC3)sc2c1 | . | 24 | -5% | 0 | 9 | 0.0 | -0.9% | -10 | 11
CC1(C2CC2)NC(=O)N(CC(=O)Nc2ccccc2-c2ccccc2)C1=O (configuration not stated) | 5 | -4 | -10% | -3 | 6 | 2.1 | 0.2% | 4 | 5
c1ccc(-n2ncc3c2ncn2cnnc32)cc1 | 1 | 23 | -9% | 9 | 14 | -0.8 | 2.9% | -14 | 5
CCOc1ccc(CNC(=O)c2ccc3c(c2)sc2nc(-c4ccccc4)cn23)cc1 | -8 | -5 | -19% | -2 | 11 | -0.1 | 13% | 1 | -1
CCOc1ccc2nc(NC(=O)c3ccc(OCC4CCCO4)cc3)sc2c1 (configuration not stated) | ? | 6 | 42%[activator] | 1 | 12 | 1.6 | 0.3% | 3 | 3
COc1ccccc1-c1noc2ncnc(Nc3ccccc3C)c12 | . | -4 | -7% | 4 | -8 | 17 | 1.8% | 7 | 4
O=C(C1CCCO1)N1CCC(O)(c2ccccc2)CC1 (configuration not stated) | -1 | 10 | -5% | 1 | -4 | 1.3 | 0.7% | 2 | 2
CN=c1scc(-c2ccc(Cl)cc2)n1C | -6 | -2 | -12% | 2 | -22 | 0.0 | -0.4% | 10 | 4
CCn1nc(C)c(Br)c1-c1nc(-c2ccc(C)cc2)no1 | -19 | 6 | 21% | 3 | -1 | 1.1 | 0.6% | 7 | 0

Screening results (PubChem BioAssay)
